Vif-APOBEC3F blk: blocks the Vif interaction with APOBEC3F; 390,000 compounds, 0.2% hits; AID 602313; HeLa A3F-eYFP + Vif (tagged APOBEC3F with the HIV-1 protein that degrades it), YFP fluorescence increase; Potency, µM (series often up to 46.1 µM), inactives show at the top dose activity, negative = active; further: potency means the concentration at half of the fitted maximal effect; % of control where 0% means no effect; nearly all actives have a fitted effect of over 65% in size
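HeLa cells stably expressing A3F-eYFP plus Vif, plated and incubated overnight at 37 deg C, then exposed to compounds overnight at 37 deg C. Blocked degradation read as raised yellow fluorescence (Ex 488/Em 500-530).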
D2 agonist: activates the human D2 dopamine receptor. P14416. HEK293 T-REx D2 cells, calcium flux agonist mode. activation, % at 2 µM. 340,000 compounds, 0.53% hits. AID 485358;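 active means activation over 3 SD above normal in the single-dose calcium agonist read, cut at about 30% in these data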; further: 0% is about no effect
Target sequence (P14416 whole entry, looked up): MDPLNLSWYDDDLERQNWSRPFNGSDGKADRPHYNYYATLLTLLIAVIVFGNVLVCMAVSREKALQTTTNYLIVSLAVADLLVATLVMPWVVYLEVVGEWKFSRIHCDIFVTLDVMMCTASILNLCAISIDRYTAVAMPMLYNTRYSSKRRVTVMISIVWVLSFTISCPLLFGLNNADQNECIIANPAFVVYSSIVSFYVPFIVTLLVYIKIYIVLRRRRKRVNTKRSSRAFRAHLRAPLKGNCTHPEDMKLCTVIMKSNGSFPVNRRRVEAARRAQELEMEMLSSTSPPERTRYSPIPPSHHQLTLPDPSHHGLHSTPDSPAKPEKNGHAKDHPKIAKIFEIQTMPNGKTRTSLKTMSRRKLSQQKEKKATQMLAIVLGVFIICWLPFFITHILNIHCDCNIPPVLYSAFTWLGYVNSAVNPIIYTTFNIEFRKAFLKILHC
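HEK293 Trex D2 cells, tetracycline-induced, o/n 30 C 5% CO2; no-wash Ca dye, RT 30–90 min; 10-cycle baseline, 23 nl cpd added, kinetic Ca read 180 s; agonist hits = positive Ca response.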
LDHA inh: blocks human lactate dehydrogenase A. P00338. purified LDHA, NADH/diaphorase-resazurin fluorescence; active compounds read low. activity change, % (values are at about 110 or 230 µM). 480,000 compounds, 0.15% hits; in the data active means activity change below about -30%; inconclusive means mostly about -25% to -30%;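 further: plate controls were DMSO wells for no effect and wells without enzyme for full effect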
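Enzyme activity of human lactate dehydrogenase 5 (2 nM; 0.06 mM NADH, 0.2 mM pyruvate, 5 min, RT) is measured via a resazurin/diaphorase fluorescence readout of residual NADH.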
Glioma ERSR ind: induces the endoplasmic reticulum stress response in human glioma cells; U87-MG GRP78 promoter luciferase reporter, 16 h; Potency, µM, for inactives: top-dose activation, most hits filed as activators; 420,000 compounds, 0.02% hits; AID 602332; further: potency means the concentration at half of the fitted maximal effect; series mostly up to about 76 µM; % of control where 0% means no effect; nearly all actives have a fitted effect of over 35% in size
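Stably transfected U87-MG glioma cells carrying a GRP78-based luciferase sensor; 16 h compound incubation. Luminescence end-point read 10 min after Bright-Glo addition at room temperature.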
D2 antagonist: antagonizes the human D2 dopamine receptor | inhibition, % at 10 µM | HEK293 TREx D2 cells, calcium flux, dopamine EC80 | P14416 | 340,000 compounds, 2% hits; in the data active means inhibition above about 30%; further: 0% is about no effect
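Overnight-induced (tetracycline, 30 C) HEK293 T-REx cells carrying force-coupled D2 receive a no-wash calcium dye, then compound, then EC80 dopamine at 180 s; signals are read kinetically throughout.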
Vif-APOBEC3G blk: blocks the Vif interaction with human APOBEC3G | Q9HC16 | HeLa A3G-eYFP + Vif (tagged APOBEC3G with the HIV-1 protein that degrades it), YFP fluorescence, overnight | Potency, µM (highest dose often 46.1 µM), inactives show at the highest dose activity, negative = active, usual class: inhibitors | 410,000 compounds, 0.076% hits;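 further: potency means the concentration at half of the fitted maximal effect; on the % scale 0 is the no-effect control and ±100 the full control effect; nearly all actives have a fitted effect of over 60% in size; hits raise eYFP signal because A3G escapes Vif-driven loss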
Target sequence (Q9HC16 whole entry, looked up): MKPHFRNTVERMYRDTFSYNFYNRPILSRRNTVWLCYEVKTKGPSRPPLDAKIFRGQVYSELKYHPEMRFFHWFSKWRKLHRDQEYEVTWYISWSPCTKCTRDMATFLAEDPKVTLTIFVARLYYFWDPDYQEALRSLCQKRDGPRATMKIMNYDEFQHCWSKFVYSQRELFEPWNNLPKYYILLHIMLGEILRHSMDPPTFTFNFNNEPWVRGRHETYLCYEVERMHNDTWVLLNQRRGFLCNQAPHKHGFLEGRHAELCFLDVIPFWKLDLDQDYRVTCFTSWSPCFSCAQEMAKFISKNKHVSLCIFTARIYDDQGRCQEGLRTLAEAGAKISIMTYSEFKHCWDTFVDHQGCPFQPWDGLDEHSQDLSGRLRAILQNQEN
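HeLa cells stably expressing Vif and C-terminally eYFP-tagged A3G, seeded overnight at 37 deg C, then exposed to compound by pintool overnight at 37 deg C. Rise in yellow fluorescence (Ex 488/Em 500-530, Acumen) marks blocked Vif-driven A3G degradation.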
ERG Ets-DNA blk: blocks human ERG Ets domain binding to DNA. Potency, µM (doses to about 76.9 µM), for inactives: top-dose FP activity, negative = inhibition, actives largely listed as inhibitors. P11308. 370,000 compounds, 0.028% hits. AID 624246. fluorescence polarization, His-ERG Ets domain / labelled DNA; active means well fitted inhibition curve with a large enough effect in the polarisation, with a control signal flat; inconclusive means small, poorly fitted or top-dose-only effect, or effect the other way, or a change in a side signal; inactive means no such curve, though single readings can be large or run the other way; the % refers to the polarisation;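 further: polarization taken with two DNA probes labelled with fluorescein and Texas red; potency means the concentration at half of the fitted maximal effect; % of control where 0% means no effect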
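His-tagged ERG Ets domain (1 uM in the protein solution; 300mM KCl, 50mM Tris-HCl, 1mM EDTA, 1mM DTT, pH 7.5) received compound, then a probe mix of 5 nM fluorescein-DNA and 100nM Texas-615-DNA. Fluorescence polarization was read for both dyes.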
12-LOX inh: blocks human arachidonate 12S-lipoxygenase | Potency, µM (highest dose often 108 µM), for the others: at the top dose activity change, negative = inhibition, actives largely listed as inhibitors | 580,000 compounds, 1.1% hits | purified 12hLO, xylenol orange hydroperoxide absorbance | P18054 | AID 1671190; further: potency means the concentration at half of the fitted maximal effect; on the % scale 0 is the no-effect control and ±100 the full control effect
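Hydroperoxide product was detected by ferrous iron/xylenol orange as the 573 to 405 nm absorbance ratio. Arachidonic acid at 40 uM (final) was turned over for 30 min at room temperature by 150 nM human 12hLO, pH 7.0 Hepes buffer, after 15 min compound preincubation.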
RGS4 inh: inhibitors of human regulator of G protein signaling 4; P49798; Potency, µM (titrated, usually from 114 µM), inactives show top-dose activity change, negative = inhibition, hits mostly inhibitors; 390,000 compounds, 0.039% hits; Transcreener GDP fluorescence polarization, RGS4-accelerated GTP hydrolysis; further: potency means the concentration at half of the fitted maximal effect; on the % scale 0 is the no-effect control and ±100 the full control effect; nearly all actives have a fitted effect of over 75% in size; some results filed as inactive show a strong effect at the top dose
Target sequence (P49798 whole entry, looked up): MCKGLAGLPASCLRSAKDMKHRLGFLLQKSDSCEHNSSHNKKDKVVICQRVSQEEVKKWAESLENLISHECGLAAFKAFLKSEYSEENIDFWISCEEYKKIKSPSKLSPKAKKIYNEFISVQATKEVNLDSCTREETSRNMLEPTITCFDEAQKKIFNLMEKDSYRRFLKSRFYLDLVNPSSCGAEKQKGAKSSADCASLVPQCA
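MLSMR compounds (23 nl, pin-transferred) preincubated 10 min at room temperature with a 500nM (2x) first reagent, then RGS4 at 900nM (2x) plus Transcreener GDP mix added; fluorescence polarization (620/688 nm) read before and after 90 min at 30 °C.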
* marks the source's active call; other numbers are inactive results; ? = inconclusive; · = no result given; & = joins results of further samples; [ ] = dose if it differs, or a comment. Unless noted, the call rests on the fitted dose curve; in most records, active means well fitted curve in the direction sought with a large enough effect; inconclusive means small, poorly fitted or top-dose-only effect, or another doubt; inactive means no such curve, though single readings can be large; an effect the other way counts as inactive or inconclusive.

Compound,D2 antagonist,LDHA inh,Vif-APOBEC3F blk,RGS4 inh,ERG Ets-DNA blk,D2 agonist,Vif-APOBEC3G blk,12-LOX inh,Glioma ERSR ind
CCCCc1c(O)nc(SC2CC(=O)N(c3ccc(C(=O)OCC)cc3)C2=O)[nH]c1=O (stereo not given),·,-6.7,0.9%,26.8%,11.8%,·,0.5%,-15.6%,-1.9%
COc1ccc(C2SC[C@@H](C(=O)O)N2C(C)=O)cc1 (stereo not given in full),0.7,-1.5,7.1%,-21.0%,-2.4%,0.3,-0.6%,0.0%,-4.5%
COc1ccc(NC(=S)NC(=O)/C=C/c2ccc(F)cc2)cc1,6.7,-6.2,2.3%,0.0%,4.0%,0.6,-2.0%,-4.4%,3.3%
CC1CCC(C(C)C)C(OC(=O)Cn2nnc3c(cnn3-c3ccccc3)c2=O)C1 (stereo not given),15.6,-0.9,1.1%,-21.5%[56.9 µM],0.7%,1.5,0.7%,4.1%,-2.5%
COc1ccc(/C=C2/CCCc3ccccc3C2=O)cc1,·,-1.8,6.9%,-41.5%,·,·,?,4.6%,-3.0%
Cc1ccc(Nc2nc(-c3ccncc3)cs2)cc1,12.0,-3.9,-4.5%,?,-20.7%,0.9,-4.9%,-15.1%,1.3%
COc1ccc(CCNc2ncnc3c2cnn3-c2cc(Cl)ccc2C)cc1,·,0.8,0.0%,-0.8%,4.0%,0.3,-12.3%,2.2%,-7.4%
O=C(NC(=S)NCc1ccccc1)c1cccc(Cl)c1,·,-2.5,-31.0%,-24.2%,-8.4%,·,1.2%,28.2µM*,-1.3%
Cc1ccc(C2C(C#N)=C(N)Oc3cc(C)oc(=O)c32)o1 (stereo not given),-2.8,11.4&-0.5,0.7%,5.7%[11.4 µM],7.8%,-1.4,3.4%,?,-9.6%
O=C(N/N=C/c1cnc(N2CCOCC2)s1)c1ccccc1,0.3,-4.3,19.2%,5.8%,-10.9%,1.0,3.6%,9.8%,0.2%
COc1cccc(C(=O)C2CCCN(C(=O)c3ccc(C#CC(C)(C)O)cc3)C2)c1 (stereo not given),-8.5,0.7,-4.0%,-6.6%,6.7%,0.7,1.0%,0.4%,-0.9%
CCN1CCC(N(Cc2ccc(F)cc2)C(=O)Nc2cccc(C(F)(F)F)c2)CC1,·,-3.5,-3.6%,-15.1%,7.9%,3.0,2.8%,?,-5.6%
CCc1ccc2oc(-c3ccc(C)c(NC(=O)c4ccc(C#N)cc4F)c3)nc2c1,·,-12.5,-6.2%,22.3%,-2.0%,-0.1,-6.8%,-11.1%,2.0%
COc1ccc(Nc2c3c(c(C#N)c4nc5ccccc5n24)CCC3)cc1,-21.6,0.1,·,-41.3%,8.6%,-1.8,-4.7%,0.0%,-2.9%
CN1CCN(C(=S)Nc2ccc(S(N)(=O)=O)cc2)CC1,-3.3,-3.7,-1.4%,?,-2.9%,0.7,2.3%,-15.3%,-1.8%
NS(=O)(=O)c1ccc(CCNC(=O)c2nc(CS(=O)(=O)c3ccc(Cl)cc3)no2)cc1,-15.9,-3.1,3.4%,-4.9%[56.9 µM],-10.0%,-0.2,1.2%,1.8%,4.1%
COc1ccc(Br)c2c1-c1nc(NC(=O)c3ccc(F)cc3)sc1C2,·,4.9,·,-51.8%,2.7%,-1.0,·,-9.0%,·
NC(N)=NS(=O)(=O)c1ccc(N=C2C(=O)Nc3ccccc32)cc1,-10.0,11.3,-7.7%,11.4%,3.2%,1.3,2.2%,0.0%,2.5%
CCS(=O)(=O)N1CCC(C(=O)Nc2cccc(F)c2)CC1,-2.2,0.6,-0.5%,21.7%,0.5%,-1.0,0.9%,0.0%,-0.1%
COc1ccc(NC(=O)CC23CC4CC(CC(Br)(C4)C2)C3)c(OC)c1,-22.8,-4.4,5.8%,21.9%,-1.4%,2.4,-1.5%,-5.0%,-4.0%
Cc1cc(OCC(=O)Nc2ccc(CCO)cc2)c2c(C)c(C)c(=O)oc2c1,-23.7,-2.6&6.6,5.8%,-31.0%,-14.1%,0.3,2.2%,?,3.6%
O=C(NCCN1CCOCC1)c1ccc2c(c1)N(Cc1ccccc1F)C(=O)c1ccccc1S2(=O)=O,8.3,0.2,5.1%,-32.4%,9.4%,0.2,-0.4%,-2.7%,-4.6%
Cc1ccc(C(=O)NCCOc2ccc(Cl)cc2)cc1,3.1,-0.9,4.9%,0.0%,-1.7%,-0.3,1.2%,·,4.9%
CN1CCC(=O)N(CCOc2ccccc2)CC1,20.0,7.3,-2.4%,14.4%,0.3%,-0.1,-4.2%,?,-3.9%
CCOCCCNC(=O)C(NC(=O)c1ccc2c(c1)OCO2)c1ccccc1 (stereo not given),0.2,-4.9,-28.9%,-16.5%,-1.0%,1.8,0.1%,-11.1%,-4.5%
CC(C)(C)c1ccc(C2(C)NC(=O)N(CC(=O)NC3CCS(=O)(=O)C3)C2=O)cc1 (stereo not given),19.5,-7.3,-4.3%,-29.6%,-3.4%,0.3,0.5%,-5.3%,-4.0%
N#Cc1ccc(-c2ccc(F)cc2)nc1SCC(=O)Nc1sc2c(c1C#N)CCC2,-2.1,-3.9,-19.6%,-17.2%,-0.9%,0.1,?,58.9%[activator],-3.2%
CCOc1ccc(C(=O)CCC(=O)NC2=NCCS2)cc1,-11.7,-2.0,?,1.1%,-14.0%,1.1,-1.5%,?,-2.2%
CCc1ccc(NC(=O)Cn2nc(SC)c(S(=O)(=O)c3ccc(OC)cc3)c2N)cc1,·,-0.9,-5.6%,-4.4%,1.7%,1.2,4.0%,-14.5%,1.0%
COc1ccc(NC(=O)CC2C(=O)N(c3ccc(C)cc3)C(=O)N2Cc2ccc(C)cc2)cc1 (stereo not given),·,-0.1,0.0%,23.6%,-1.9%,-0.7,2.9%,-21.3%,-0.2%
CCOc1ccc(CNC(=O)CS(=O)(=O)Cc2nc(-c3ccc(OC)cc3)oc2C)cc1,·,-4.4,1.2%,-16.8%,3.3%,·,0.2%,0.1%,-0.6%
COc1ccc(C(=O)c2ccccc2)cc1Br,8.6,-1.5,7.5%,6.0%,9.3%,1.0,-3.6%,-1.6%,1.8%
O=[N+]([O-])c1cccc(CON=Cc2cc(Cl)ccc2O)c1,·,-1.0,-1.3%,·,·,·,-0.3%,-23.9%,1.1%
O=C(CCc1ccc(O)c(O)c1)N/N=C/c1cc2c(cc1[N+](=O)[O-])OCO2,-5.3,7.8,0.8%,?,22.0%,0.9,-5.4%,?,12.7%
C=CCNc1nc(N)c(C(=C(C#N)C#N)c2ccc(Br)cc2)s1,-11.6,-12.0,-2.0%,-22.5%,2.3%,-1.1,-25.0%,?,4.6%
COc1ccc(CNC2CCCc3ccccc32)cc1OC (stereo not given),2.4,-16.7,-1.3%,-23.8%,-1.4%,0.0,-2.0%,-10.8%,-4.9%
O=C(O)CCc1nn2c3ccccc3n(CC(=O)c3cccs3)c2nc1=O,-4.7,-1.0,9.5%,-10.4%,7.4%,0.4,-0.2%,1.4%,-3.5%
Cc1[nH]c2ccccc2c1C(=O)C(=O)NCCc1ccc(S(N)(=O)=O)cc1,-8.2,-4.1,8.6%,-7.5%,8.2%,0.8,1.1%,1.9%,-2.6%
NS(=O)(=O)c1ccc(NC(=S)N2CCN(c3ccccc3)CC2)cc1,4.4,-1.8,-19.4%,-13.8%,-4.9%,12.2,2.4%,3.2%,-3.3%
COc1cc(C(=O)NCCc2sc(-c3cccc(F)c3)nc2C)cc(OC)c1OC,·,5.9,-1.2%,-16.4%,-0.9%,-0.1,-2.5%,-10.7%,-3.1%
CCc1ccccc1NC(=O)Cc1ccc(NC(=O)N2CCCCc3ccccc32)cc1,·,-0.7,7.8%,-15.9%,-1.5%,0.2,4.3%,1.6%,-2.3%
O=C(NCc1ccco1)c1cc(=O)c2ccccc2o1,3.0,2.9,-30.2%,-15.3%,-4.9%,1.7,-2.7%,1.0%,1.4%
COc1ccc(C(C[N+](=O)[O-])C2(c3ccc(OC)c(OC)c3)C(=O)c3ccccc3C2=O)cc1 (stereo not given),11.6,1.8,-0.7%,?,-9.0%,5.9,?,·,-12.8%
O=C(Nc1cccc([N+](=O)[O-])c1)c1ccccc1,-22.7,-0.3,0.8%,25.2%,3.1%,0.0,1.9%,-2.2%,-1.6%
Cc1csc(Nc2nc(N)c(C(=O)Nc3cc(Cl)ccc3F)o2)n1,2.6,-8.1,-14.6%,-1.7%,-7.1%,0.6,1.2%,8.5%,-4.2%
COc1ccc(O)c(/C=N/NC(=O)CCC(=O)Nc2cccc(C)c2)c1,-5.0,-5.3,-4.1%,16.3%,-15.3%,0.1,-0.2%,3.0%,-2.9%
COC(=O)c1ccc(NC(=O)N2CCOCC2)cc1,-5.0,1.3,-2.0%,0.5%,4.0%,0.5,-8.9%,0.0%[57.4 µM],-1.5%
Cc1ccccc1NC(=O)CSc1n[nH]c(-c2ccco2)n1,3.4,-1.8,-3.1%,7.9%,0.3%,-0.3,-0.5%,142.3%[activator],-3.7%

This is a subset; count on the stated rates, not on these rows.
